TNAP inh hi DEA – inhibitors of human TNAP at high phosphate acceptor concentration; purified TNAP, CDP-star luminescence, 1 M DEA; inhibition, % at 20 µM; 0.03% of 200,000 active;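 active means over 50% inhibition of tissue-nonspecific alkaline phosphatase at 20 µM in the single-dose screen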;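 further: plate controls were DMSO wells for no effect and EDTA-quenched wells as full inhibition for full effect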
Target sequence (P05186 whole entry, looked up): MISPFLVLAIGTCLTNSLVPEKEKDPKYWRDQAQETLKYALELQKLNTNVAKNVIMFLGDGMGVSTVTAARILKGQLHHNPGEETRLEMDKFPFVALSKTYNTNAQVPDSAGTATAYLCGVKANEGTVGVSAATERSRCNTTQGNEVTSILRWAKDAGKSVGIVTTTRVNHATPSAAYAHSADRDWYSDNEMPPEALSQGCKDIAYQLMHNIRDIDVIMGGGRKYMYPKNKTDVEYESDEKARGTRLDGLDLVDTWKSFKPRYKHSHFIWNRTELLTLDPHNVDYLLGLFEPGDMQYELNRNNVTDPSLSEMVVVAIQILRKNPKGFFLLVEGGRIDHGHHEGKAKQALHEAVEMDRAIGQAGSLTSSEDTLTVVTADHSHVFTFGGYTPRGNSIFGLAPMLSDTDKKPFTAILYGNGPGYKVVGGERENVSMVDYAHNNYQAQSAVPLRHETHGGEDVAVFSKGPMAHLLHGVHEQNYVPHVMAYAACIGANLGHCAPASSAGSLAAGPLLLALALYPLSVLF
PMI act hi M6P – PMI (human) activation, high substrate. P34949. coupled PMI enzyme assay, resazurin fluorescence, 20 min; active compounds read high; 1 = untreated enzyme, 0 = substrate-free blank. activation factor at 20 µM. 0.34% of 190,000 active. AID 1216;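 active means activation factor of 2 or more at 20 µM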
Target sequence (P34949 whole entry, looked up): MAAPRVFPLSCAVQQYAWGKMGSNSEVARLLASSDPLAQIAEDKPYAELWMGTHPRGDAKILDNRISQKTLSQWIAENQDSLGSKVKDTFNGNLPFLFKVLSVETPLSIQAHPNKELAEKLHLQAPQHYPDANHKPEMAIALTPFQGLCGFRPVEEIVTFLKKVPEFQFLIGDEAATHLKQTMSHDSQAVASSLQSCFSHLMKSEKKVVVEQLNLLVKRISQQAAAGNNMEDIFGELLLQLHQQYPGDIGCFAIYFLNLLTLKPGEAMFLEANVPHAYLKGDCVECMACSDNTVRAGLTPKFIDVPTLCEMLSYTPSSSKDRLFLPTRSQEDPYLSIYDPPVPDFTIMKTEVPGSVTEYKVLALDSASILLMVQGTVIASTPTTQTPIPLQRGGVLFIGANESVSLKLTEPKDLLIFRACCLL
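Test system: Human PMI in coupled enzyme assay | Input: 15 ng/mL PMI | Medium: HEPES-buffered pH 7.4 with magnesium and detergent | Compound: One concentration, 20 µM, in 1% DMSO | Incubation: Enzyme reaction with compound 20 min at room temperature | Detection: Diaphorase-driven resazurin-to-resorufin fluorescence, excitation 544, emission 590 nm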
FLuc inh counter – Photinus pyralis luciferase inhibition counter-screen; P08659; ATPLite firefly luciferase biochemical luminescence, 10 min; inhibition, % at 10 µM; 1.5% of 200,000 active; AID 1006;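 active means inhibition above about 50% when tested at 10 µM, limit read from the data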
APP 5'UTR act – APP 5'UTR luciferase reporter activation. 1% of 190,000 active. activation, % at 2 µM. AID 1276. SH-SY5Y APP 5'UTR luciferase reporter, luminescence; zero percent = DMSO vehicle wells;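 active means activation above a set limit, based on mean plus 3 SD of controls, cut at about 140% in these data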; further: values of inactives mirror those of a sister screen read the other way
PMI act – phosphomannose isomerase (human) activation; P34949; purified human PMI, coupled resazurin fluorescence, 20 min; active compounds read high; 1 = vehicle control, 0 substrate-free wells; activation factor at 20 µM; 0.005% of 190,000 active; AID 1214;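 active means activation factor of 2 or more at 20 µM, relative to plate controls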
TNAP inh no acc – blocks human TNAP activity with no phosphate acceptor present | purified TNAP, CDP-star luminescence, 30 min | inhibition, % at 20 µM | P05186 | 0.26% of 200,000 active;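 active means tissue-nonspecific alkaline phosphatase inhibition above about 50% at 20 µM in the single-dose screen, limit read from the data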;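 further: 0% = DMSO negative control and 100% = EDTA positive control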
bIAP activator – increases bovine intestinal alkaline phosphatase activity. purified bovine IAP, CDP-star luminescence, 30 min; active compounds read high; fold of DMSO-control signal, blank-subtracted. activation factor at 20 µM. AID 1016. 0.17% of 200,000 active;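 active means activation factor of 2 or more at 20 µM, a signal rise over negative controls twice the positive control's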
TNAP act hiacc – TNAP (human) activation, high acceptor. purified TNAP, CDP-star luminescence, 1 M DEA, 30 min; active compounds read high; 0 = EDTA background, 1 = DMSO-only activity. P05186. activation factor at 20 µM. 200,000 tested, under 10 active;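 active means activation factor at least 2 at 20 µM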
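system = human TNAP | amount = enzyme diluted 1/800 final | reagent = 100 µM CDP-star substrate | signal = luminescent substrate turnover signal | dosing = one dose, 20 µM | benchmarks = EDTA negative control, DMSO positive control | measure = activation factor | timing = 30 min reaction, room temperature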
FLuc act counter – firefly luciferase counter-screen for stimulation assays; P08659; ATPlite luciferase biochemical, luminescence, 10 min; 0 = ATP-free wells, 1 = DMSO control; 200,000 tested, under 10 active; AID 1027; activation factor at 10 µM;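 active means luciferase activation factor, scaled between plate controls, of at least 2 with compound at 10 µM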
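assay system = Luciferase/luciferin detection reagent, cell-free biochemical luciferase assay | also added = ATP substrate | times = 10 min post-reagent at room temperature | measured by = luminescence from luciferase reaction | measure = luciferase activation, seen as luminescence increase over controls | benchmarks = low control with PBS replacing ATP, high control enzyme plus ATP without compound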
NF-kB expr up – compounds increasing NF-kB expression in human neuronal cells; fold change at 12.5 µM; 1.6% of 190,000 active; NF-kB reporter expression; active compounds read high; in the data active means fold change above about 3.3
Numbers without * were called inactive.

SMILES | TNAP inh hi DEA | PMI act hi M6P | FLuc inh counter | APP 5'UTR act | PMI act | TNAP inh no acc | bIAP activator | TNAP act hiacc | FLuc act counter | NF-kB expr up
CC(OC(=O)c1snc(C(=O)NC2CCCCC2)c1N)C(=O)NC(C)(C)C (configuration not stated) | -2 | 1 | -7 | -9 | 1 | -7 | 0.9 | 1 | 1.1 | 1.1
CCCCNC(=O)CN1C(=O)NC2NC(=O)NC21 (configuration not stated) | -8 | 1.2 | -6 | 8 | 1.2 | 2 | 1 | 1.1 | 1.1 | 1
CCOC(=O)N1CCC(N2Cc3cccc(C(=O)Nc4ccc(CC)cc4)c3C2=O)CC1 | -4 | 0.8 | 0 | 20 | 0.8 | -4 | 1.1 | 1 | 1 | 0.85
O=C(O)c1cccc(S(=O)(=O)NCCC(c2ccccc2)c2ccccc2)c1 | -3 | 1 | -4 | 1 | 1.1 | -14 | 0.9 | 1 | 1 | 0.98
Cc1nc(SCC(=O)Nc2cc(C)on2)c2c(=O)n(C)c(=O)n(C)c2n1 | -1 | 0.9 | -2 | 1 | 0.8 | 2 | 1 | 1 | 1 | 0.98
Cc1cc(C(F)(F)F)nn1CC(=O)Nc1cccnc1 | 2 | 1 | -4 | -1 | 1.2 | 5 | 1 | 1 | 1 | 1.2
CC(=NCCc1ccccc1)C1=C(O)CSC1=O | -5 | 0.9 | -4 | 7 | 0.9 | -18 | 0.8 | 1.1 | 1 | 1.4
Cc1ccc(NC(=O)c2ccc(OCC3CCCO3)cc2)cc1 (configuration not stated) | -3 | 1.1 | 53* | 108 | 1.1 | -10 | 1 | 1 | 0.5 | 3.4*
CC(OC(=O)C1=COCCO1)C(=O)Nc1ccc(Oc2ccccc2)cc1 (configuration not stated) | -8 | 1 | 0 | -20 | 1 | -13 | 0.9 | 1.1 | 1 | 1.1
CCn1c(O)c(C=Nc2ccccc2)n(-c2ccccc2)c1=S | -5 | 1.2 | -4 | -4 | 1.1 | 4 | 1 | 1.1 | 1 | 1.2
CCCC(=O)Nc1ccc(C(=O)N/N=C/c2cccnc2)cc1 | -2 | 0.9 | -1 | -9 | 0.9 | -6 | 0.9 | 1 | 1 | 0.84
Cc1ccc(C(=O)Nc2ccon2)cc1S(=O)(=O)N1CCCC1 | -1 | 1 | -4 | -11 | 1 | -8 | 0.9 | 1 | 1 | 0.97
O=C(O)c1ccccc1NCCO | -2 | 0.9 | 0 | 15 | 1 | -2 | 0.8 | 1 | 1 | 1
CC1=CCC2C(=O)N(c3ccc(C(=O)N4CCCCCC4)cc3)C(=O)C2C1 (configuration not stated) | 0 | 1 | -7 | 0 | 1 | 0 | 1 | 1 | 1.1 | 0.9
Cc1cccc(OCc2nnc(SCC(=O)N3CCN(C(=O)c4ccco4)CC3)n2C)c1C | -6 | 1 | -6 | -4 | 1.1 | -14 | 1.1 | 1.1 | 1.1 | 1.1
COCCNC(=O)C(c1ccc(C)o1)N(Cc1ccc(F)cc1)C(=O)Cn1nnc2ccccc21 (configuration not stated) | -2 | 1 | -4 | 3 | 1 | -9 | 0.9 | 1 | 1 | 1
CCCNS(=O)(=O)c1ccc2c(c1)CCCN2C(C)=O | -2 | 0.9 | -4 | 6 | 1 | -6 | 1 | 1 | 1 | 1.1
O=C1CC(c2ccco2)Sc2nc3ccccc3n21 (configuration not stated) | -6 | 0.6 | 7 | 13 | 0.6 | -1 | 0.9 | 1.1 | 0.9 | 1.5
CCOc1ccc(N(CC(=O)NCc2cccc(OC)c2)S(=O)(=O)c2c(C)noc2C)cc1 | 1 | 0.9 | -5 | 20 | 0.9 | 9 | 1 | 1 | 1 | 1.2
COc1ccc(OC)c(-c2oc3ccccc3c(=O)c2O)c1 | -9 | 1.1 | -8 | 9 | 1.1 | -11 | 1 | 1.1 | 1.1 | 1
O=c1c2cccnc2[nH]c(=S)n1CCCN1CCN(c2ccccc2F)CC1 | -4 | 1 | -8 | 20 | 1 | -10 | 0.9 | 1 | 1.1 | 2.2
CC(=O)c1cccc(N(C(=O)CNC(=O)c2ccco2)C(C(=O)NC2CCCC2)c2ccc(C)o2)c1 (configuration not stated) | -7 | 0.9 | -6 | -13 | 0.9 | -10 | 1 | 1.1 | 1.1 | 1.3
Cc1ccc(N2CC(C(=O)N/N=C/c3sccc3C)CC2=O)cc1 (configuration not stated) | -5 | 1.1 | -2 | 5 | 1.1 | -6 | 0.9 | 1 | 1 | 0.98
COc1cccc(C(C(=O)Nc2ccc(F)cc2)N(C(=O)Cn2nnc3ccccc32)C2CC2)c1 (configuration not stated) | -4 | 0.9 | -7 | 2 | 1 | -10 | 1 | 1 | 1.1 | 0.64
COc1ccccc1NC(=O)CN1CCN(CC(=O)Nc2ccc(OCc3ccccc3)cc2)CC1 | -9 | 0.9 | -5 | -19 | 1 | -3 | 1 | 1.1 | 1 | 0.3

In the list so far, 4 contain fluorine.
SMILES | TNAP inh hi DEA | PMI act hi M6P | FLuc inh counter | APP 5'UTR act | PMI act | TNAP inh no acc | bIAP activator | TNAP act hiacc | FLuc act counter | NF-kB expr up
Cc1cc(C(F)(F)F)nn1CC(=O)Nc1cccnc1 | 2 | 1 | -4 | -1 | 1.2 | 5 | 1 | 1 | 1 | 1.2
COCCNC(=O)C(c1ccc(C)o1)N(Cc1ccc(F)cc1)C(=O)Cn1nnc2ccccc21 (configuration not stated) | -2 | 1 | -4 | 3 | 1 | -9 | 0.9 | 1 | 1 | 1
O=c1c2cccnc2[nH]c(=S)n1CCCN1CCN(c2ccccc2F)CC1 | -4 | 1 | -8 | 20 | 1 | -10 | 0.9 | 1 | 1.1 | 2.2
COc1cccc(C(C(=O)Nc2ccc(F)cc2)N(C(=O)Cn2nnc3ccccc32)C2CC2)c1 (configuration not stated) | -4 | 0.9 | -7 | 2 | 1 | -10 | 1 | 1 | 1.1 | 0.64

Continued:
SMILES | TNAP inh hi DEA | PMI act hi M6P | FLuc inh counter | APP 5'UTR act | PMI act | TNAP inh no acc | bIAP activator | TNAP act hiacc | FLuc act counter | NF-kB expr up
O=C1CSC(c2ccccc2)N1Nc1nc(N2CCOCC2)nc(N2CCOCC2)n1 (configuration not stated) | -6 | 1 | -2 | 13 | 1 | -13 | 1.2 | 1.1 | 1 | 0.98
CCOC(=O)CN1CC23C=CC(O2)C(C(=O)Nc2ccc(C(C)=O)cc2)C3C1=O (configuration not stated) | -4 | 0.9 | -8 | 4 | 0.9 | -17 | 0.9 | 1 | 1.1 | 1.7
COc1ccc(-c2nn(-c3ccccc3)cc2/C=C/C(=O)NCCCn2ccnc2)cc1OC | -2 | 0.8 | 4 | -22 | 0.8 | -3 | 1.1 | 1 | 1 | 0.48
CC(C)c1ccc(NC(=O)CCN2C(=O)c3ccc([N+](=O)[O-])cc3C2=O)cc1 | 3 | 0.9 | -2 | 11 | 0.9 | -5 | 1 | 1 | 1 | 1.4
CCCS(=O)(=O)N1CCN(C(=O)c2ccc(-c3ccccc3)cc2)CC1 | 1 | 0.9 | -1 | -20 | 0.9 | -3 | 1 | 1 | 1 | 0.91
C#CCNC(=O)C1=C[C@H](C2CCCCC2)C[C@H](OCc2ccc(CO)cc2)O1 | -4 | 0.8 | -2 | 6 | 0.9 | -6 | 1.2 | 1 | 1 | 1.2
Cc1cc(Cl)ccc1NC(=O)CN1CCC(C(O)(c2ccccc2)c2ccccc2)CC1 | -4 | 0.8 | -6 | 1 | 0.8 | -8 | 1 | 1 | 1.1 | 0.68
C/C(=N/O)c1c(O)c(C)c(-c2ccccc2)n(-c2ccccc2)c1=O | 1 | 1 | -2 | -7 | 1 | -17 | 0.6 | 1 | 1 | 1.2
O=C(CCCSc1nc2ccccc2[nH]1)NC(c1ccccc1)c1ccccc1 | 6 | 0.9 | -1 | 1 | 0.9 | -36 | 0.6 | 0.9 | 1 | 0.76
O=C(CNC(=O)c1cccc(F)c1)N/N=C/c1ccc(O)c([N+](=O)[O-])c1 | 5 | 1.1 | 0 | 30 | 1.1 | 3 | 1 | 0.9 | 1 | 1.3
CCCCn1c(-c2cc(Cl)ccc2OC)n[nH]c1=S | 2 | 0.9 | -4 | -12 | 0.9 | -3 | 1 | 1 | 1 | 0.99
Cc1cccc2cc(COC(=O)c3cccs3)c(=O)[nH]c12 | -9 | 1.1 | -10 | 6 | 1.1 | -6 | 0.9 | 1.1 | 1.1 | 1.5
CCc1cccc(OCCCCNCCO)c1 | -6 | 1.1 | -4 | -12 | 1 | -13 | 0.9 | 1.1 | 1 | 1
CCCC(C)NC(=O)/C=C/c1cccc([N+](=O)[O-])c1 (configuration not stated) | -4 | 0.9 | -3 | 6 | 0.9 | -20 | 0.8 | 1 | 1 | 0.84
O=c1cc(CO)occ1OCc1cccc(F)c1 | -3 | 1 | 2 | -2 | 1 | -9 | 1 | 1 | 1 | 1.1
CC(C)Oc1ccccc1C1Nc2ccccc2C(=O)N1c1ccc2c(c1)OCCO2 (configuration not stated) | 2 | 0.9 | 7 | 150* | 0.9 | -5 | 0.7 | 1 | 0.9 | 4.6*
O=C(O)c1ccccc1C(=O)c1cccs1 | -8 | 1 | -4 | -2 | 1 | -12 | 0.9 | 1.1 | 1 | 1.1
C=CCNCC#CCOc1ccc(OC)cc1 | -6 | 0.9 | -5 | 12 | 0.9 | -21 | 1 | 1.1 | 1 | 1.5
Cc1ccc2oc(-c3ccc(NC(=O)CC(C)C)cc3)nc2c1 | -2 | 1 | 20 | 119 | 1 | -10 | 0.9 | 1 | 0.8 | 2.4
Cc1nc2ccccn2c1/C(O)=C1\C(=O)C(=O)N(CCN2CCOCC2)C1c1cccs1 (configuration not stated) | 0 | 1.1 | -4 | 8 | 1 | -2 | 1 | 1 | 1 | 1.2
Cc1c(/C=N/NC(N)=O)c2ccccn2c1C(=O)c1ccc(F)cc1 | 3 | 1 | -2 | 2 | 0.9 | -6 | 1 | 1 | 1 | 0.61
O=C(/C=C/c1cccc(F)c1)Nc1nccs1 | 2 | 0.9 | 21 | 104 | 0.9 | -7 | 1 | 1 | 0.8 | 3.6*
COCc1cc(C)nc(SCC[N+](C)(C)CC(=O)Nc2cccc(C)c2)c1C#N | -1 | 1.1 | -8 | -12 | 1.1 | -3 | 0.9 | 1 | 1.1 | 1.4
Cc1cccc(OCCCC(=O)NCCc2ccccc2)c1 | -2 | 0.9 | -5 | -3 | 1 | 2 | 1.2 | 1 | 1.1 | 1

Compound activity: PubChem, several laboratories
